Screening data from PubChem BioAssay.
ABHD4 inh: ABHD4 inhibitors, primary screen, biochemical, fluorescence polarization, mouse. inhibition, % at 8.92 µM. 370,000 compounds, 0.54% hits. (Lyso)-N-acylphosphatidylethanolamine lipase (Mus musculus), Q8VD66. purified mABHD4, FP-Rh probe fluorescence polarization;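 active means inhibition exceeding the mean over every tested compound plus 3 SD, cut at about 30% in these data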;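 further: 0% = plate median of compound wells and 100% = S159A mutant with DMSO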
Target sequence (Q8VD66 whole entry, looked up): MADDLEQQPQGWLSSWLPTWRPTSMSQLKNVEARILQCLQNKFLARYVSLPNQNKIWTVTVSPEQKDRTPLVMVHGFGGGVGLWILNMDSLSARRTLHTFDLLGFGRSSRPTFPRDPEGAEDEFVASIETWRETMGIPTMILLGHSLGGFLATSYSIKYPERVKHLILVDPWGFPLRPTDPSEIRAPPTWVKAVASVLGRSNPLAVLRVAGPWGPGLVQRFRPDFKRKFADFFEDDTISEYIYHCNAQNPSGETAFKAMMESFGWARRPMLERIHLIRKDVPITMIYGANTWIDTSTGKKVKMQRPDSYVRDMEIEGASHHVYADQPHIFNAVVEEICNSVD
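Doses – 8.92 µM, single dose · Material – wild-type mouse ABHD4 protein · Replication – single well per compound (singlicate) · Measure – percent inhibition of probe binding, normalized to plate controls · Schedule – 45 min compound pre-incubation plus 60 min probe step, 25 °C · Detection – fluorescence polarization with parallel and perpendicular emission, 525/598 nm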
GC-B act: human GC-B receptor activators, primary screen, HEK293 GC-B cells, cGMP TR-FRET, EC30 CNP | 370,000 compounds, 0.11% hits | Atrial natriuretic peptide receptor 2 (Homo sapiens), P20594 | 0% at EC30 CNP, 100% saturating CNP | activation, % at 10 µM;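 active means activation at 10 µM reaching about 35% in either raw or pattern-adjusted values, limit read from the data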
rCAG RNA binder: binders of r(CAG) RNA repeats, primary screen, biochemical, fluorescence; r(CAG) RNA repeat, TO-PRO-1 dye displacement fluorescence; inhibition, % at 3 µM; 370,000 compounds, 1.3% hits;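 active means inhibition above the plate cutoff, the mean of all test compounds on that plate plus 3 SD, cut at about 35% in these data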;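 further: 0% = DMSO alone and 100% = 100 µM mitoxantrone as full dye displacement; higher means more dye released from RNA so lower well fluorescence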
PRMT1 FP inh: PRMT1 methyltransferase inhibitors, primary screen, biochemical, fluorescence polarization; AID 652257, 2013; Protein arginine N-methyltransferase 1 (Homo sapiens), Q99873; recombinant PRMT1, activity-based probe fluorescence polarization; 370,000 compounds, 1.3% hits; inhibition, % at 2.79 µM;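 active means inhibition above about 21% made by adding two undisclosed values, limit read from the data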
TDP2 absorb: human TDP2 enzyme inhibitors, primary screen, biochemical, epi absorbance, recombinant enzyme; T5PNP hydrolysis, p-nitrophenol absorbance 415 nm; inhibition, % at 12.8 µM; 370,000 compounds, 0.34% hits;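 active means inhibition above the mean of all tested compounds plus 3 SD, set per campaign, cut at about 25% in these data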;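 further: 0% = DMSO with enzyme and 100% = buffer with substrate but no TDP2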
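Test system: Human TDP2 enzyme | Reagent: 5 mM T5PNP | Compound dosing: 12.8 µM single point, 1% DMSO | Incubation: Enzyme reaction with compound for 2 h at 37 °C | Technique: p-Nitrophenol epi absorbance | Read-out: % inhibition relative to enzyme-containing and enzyme-free wells | Benchmarks: High control without enzyme, low control DMSO plus TDP2 | Replicates: Singlicate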
HTRA1 inh: HTRA1 serine protease inhibitors, primary screen, biochemical, fluorescence polarization, HTS; inhibition, % at 5.96 µM; 340,000 compounds, 0.5% hits; recombinant HTRA1, FP-rhodamine activity-based probe; AID 504803, 2011; Q92743; in the data active means inhibition above about 36%;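 further: 0% = enzyme with DMSO and 100% = wells lacking enzyme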
MBD2 DNA inh: inhibitors of MBD2 binding to methylated DNA, primary screen, biochemical, TR-FRET, DNA-binding domain, human. MBD2 binding to methylated oligonucleotide. 370,000 compounds, 0.31% hits. AID 686964, 2013. inhibition, % at 4.4 µM. Methyl-CpG-binding domain protein 2 (Homo sapiens), Q9UBB5; in the data active means inhibition above about 13%
TCR-CD3 inh: inhibitors of human TCR-CD3 interaction, primary screen, biochemical, fluorescence, TAMRA-labeled TCR probe; AID 651800, 2012; T-cell receptor (TCR); 360,000 compounds, 0.37% hits; inhibition, % at 9.4 µM; in the data active means inhibition above about 19%;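 further: recombinant mutant TCR 2C K166C tagged with TAMRA read by polarization; 0% = receptor in buffer alone and 100% = receptor with positive control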
SIAE inh: human SIAE inhibitors, primary screen, biochemical, fluorescence polarization, FP-Rh probe, 1536-well HTS. AID 1053197, 2014. SIAE FP-Rh probe binding. 370,000 compounds, 0.69% hits. Sialate O-acetylesterase (Homo sapiens), Q9HAT2. inhibition, % at 9.66 µM;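 active means inhibition above a cutoff: mean of compounds within the control limits plus 3 SD of those, cut at about 17% in these data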;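 further: 0% = plate median of compound wells and 100% = probe without SIAE protein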
Target sequence (Q9HAT2 whole entry, looked up): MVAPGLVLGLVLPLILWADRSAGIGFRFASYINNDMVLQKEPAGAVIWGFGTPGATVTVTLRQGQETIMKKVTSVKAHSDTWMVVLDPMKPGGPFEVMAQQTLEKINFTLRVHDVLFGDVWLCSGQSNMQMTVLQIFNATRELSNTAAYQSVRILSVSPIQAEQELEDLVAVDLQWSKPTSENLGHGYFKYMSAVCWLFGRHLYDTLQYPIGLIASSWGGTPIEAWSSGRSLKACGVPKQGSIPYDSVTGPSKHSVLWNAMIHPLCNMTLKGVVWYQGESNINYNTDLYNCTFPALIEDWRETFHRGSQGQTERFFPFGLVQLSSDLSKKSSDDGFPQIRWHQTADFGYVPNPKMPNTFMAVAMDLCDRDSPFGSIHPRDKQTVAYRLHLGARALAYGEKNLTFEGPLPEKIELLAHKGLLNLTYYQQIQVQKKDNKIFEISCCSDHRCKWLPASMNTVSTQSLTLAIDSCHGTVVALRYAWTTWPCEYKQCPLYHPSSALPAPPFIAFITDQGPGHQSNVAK
LEDGF integ inh: blockers of LEDGF/p75-dependent integrase strand transfer – biochemical, TR-FRET, high throughput, primary screen. AID 743269, 2014. inhibition, % at 3.7 µM. TR-FRET IN-LEDGF/p75 DNA integration, Eu/Cy5. 370,000 compounds, 0.64% hits;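 active means inhibition above the screen-wide mean plus 3 SD, cut at about 13% in these data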;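 further: signal is the Cy5 over europium emission ratio at 671 and 618 nm; 0% = plate median of compound wells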
* hit, by the source's call; · = no result given. This is a subset. The share of hits here may be higher or lower than overall.

#	smiles	ABHD4 inh	GC-B act	rCAG RNA binder	PRMT1 FP inh	TDP2 absorb	HTRA1 inh	MBD2 DNA inh	TCR-CD3 inh	SIAE inh	LEDGF integ inh
1	CC(C)n1c(SCc2ccc(Cl)cc2)nc2c1c(=O)[nH]c(=O)n2C	-1.0	-7.8	3.8	3.2	2.8	9.5	-6.6	-1.6	0.6	2.4
2	CC[C@@]1(C(=O)OC)N[C@H](CN(C)S(=O)(=O)c2ccc(OC)cc2)[C@@H]2C(=O)N(C)C(=O)[C@@H]21	-1.0	0.5	1.3	2.5	-5.7	3.0	2.4	-6.4	2.1	-1.4
3	C/C(=N\NC(=O)C(=O)Nc1cc(Cl)ccc1Cl)c1ccncc1	-2.9	-2.8	-2.1	-0.1	-3.8	6.9	-6.1	-0.3	1.5	0.8
4	Cc1[nH]c2ccccc2c1CC(=O)Nc1ccc(Nc2cccnc2)c(-c2ccc(Cl)c(Cl)c2)c1	22.4	-0.9	14.0	1.6	-1.8	·	-1.3	1.6	15.1	-0.8
5	O=C(CNc1cccc(C(F)(F)F)c1)N/N=C/c1ccccc1C(=O)O	-0.9	-4.7	5.1	-1.9	-3.0	3.9	-0.3	-1.4	-5.1	-0.8
6	Cc1cc(=O)[nH]c(SCC(=O)N2CCCc3ccccc32)n1	8.3	2.5	-1.8	4.3	3.6	3.9	-3.4	0.5	-0.5	-3.4
7	Cc1csc(SCC(=O)Nc2cccc(S(=O)(=O)N3CCCC3)c2)n1	-0.1	4.2	1.8	0.0	-13.6	4.6	1.0	3.9	1.2	-4.3
8	O=C(NC1(C(=O)NC2CCCCC2)CCCCC1)c1ccccn1	-3.7	-1.3	-2.3	-1.1	-3.0	10.3	-4.7	-1.3	-0.1	-0.7
9	CC(NCC(=O)Nc1ccccc1C(=O)NC1CC1)c1cccs1 (centres undefined)	-1.6	-1.6	3.5	-2.6	-1.3	-0.7	-6.4	-0.9	3.9	4.4
10	c1ccc(N2CCN(c3nc4cc5c(cc4s3)OCO5)CC2)cc1	2.6	-3.2	1.8	5.6	8.6	6.4	-5.8	5.0	0.8	-0.9
11	C=CCNC(=S)N1CCN(C2CCCCC2)CC1	-0.6	2.7	-6.7	-0.1	-11.4	7.7	1.1	-4.7	-4.1	-7.7
12	COc1cccc(/C=N/Nc2nc(C)cc(=O)[nH]2)c1OC	-3.2	2.2	0.5	-3.3	-11.5	0.0	-1.8	-5.2	-0.4	9.7
13	Cc1cc(C)c(OCCOCCN(C)C)c(Br)c1	0.5	-0.4	1.8	-6.7	13.6	3.9	-3.4	1.0	7.9	4.8
14	CCC/C(O)=C1\C(=O)CC(c2ccccc2)CC1=NC (centres undefined)	-3.8	-2.5	-7.3	-0.8	-5.2	2.9	0.6	6.2	-6.7	-3.6
15	CC(CNC(=O)CN1C(=O)COc2ccc(S(=O)(=O)N3CCCCC3)cc21)c1ccccc1 (centres undefined)	-4.5	-2.4	-1.6	1.3	-21.1	-10.1	-2.3	0.6	-3.8	-3.3
16	Cc1ccc2cc(S(=O)(=O)NCCCN3CCOCC3)ccc2c1	-5.6	3.3	-2.6	-0.6	-3.4	0.1	-4.0	3.6	-2.0	-0.9
17	CCCn1nnnc1SCC(=O)Nc1cccc(NC(=O)c2ccco2)c1	1.2	0.9	-3.6	0.4	0.9	-8.8	1.6	2.2	-5.0	-0.9
18	C/C(=N\NC(=O)COc1ccccc1[N+](=O)[O-])c1cccc(NC(=O)c2ccncc2)c1	9.3	2.2	-1.1	0.8	9.1	0.4	0.8	7.8	-8.9	0.2
19	COCCNC(=O)C[C@H]1C[C@H]2c3cc(NS(=O)(=O)c4ccc(F)cc4)ccc3O[C@H]2[C@H](CO)O1	3.7	-0.5	2.3	-0.1	0.3	4.2	-9.4	5.1	8.4	-0.3
20	CSc1ccc(S(=O)(=O)N(CC(=O)NCc2ccccn2)c2ccc(C)cc2)cc1	1.6	-0.7	1.4	6.1	-0.8	-5.7	5.3	3.3	3.5	-0.9
21	COC(=O)c1c(-c2ccccc2)csc1NC(=O)c1ccco1	1.6	-13.2	1.6	-1.5	-5.0	-3.5	-3.7	-0.7	4.1	3.1
22	Cc1onc(-c2ccccc2)c1C(=O)OCc1nnc(-c2ccc([N+](=O)[O-])cc2)o1	-0.7	-4.3	6.0	0.9	7.2	-2.1	-0.6	-0.5	4.1	-1.6
23	Cc1ccsc1C(=O)OCC(=O)Nc1c(C)n(C)n(-c2ccccc2)c1=O	-1.7	5.4	-1.8	0.0	-1.4	7.4	1.3	-6.0	-3.8	2.4
24	CCCN(CCC)C(=O)CCS(=O)(=O)c1cccc2nsnc12	2.9	7.8	-4.9	-2.5	-13.2	-3.3	-5.1	-0.8	1.1	3.3
25	Cc1ccccc1OCCn1c(=O)oc2ccccc21	-0.5	-1.5	-3.6	-2.1	0.4	-12.9	1.0	0.3	2.4	-0.9
26	CN1CCN(c2ncc(CN3C(=O)c4ccccc4C3=O)s2)CC1	5.5	4.4	-5.0	-3.2	-7.0	-1.1	-5.9	1.1	-2.8	1.1
27	S=C1NCN(C2CCCCC2)CN1Cc1ccccc1	-2.9	0.0	-0.8	-0.4	-9.9	0.0	-0.2	-6.5	-5.0	-2.5
28	COc1ccc(C)cc1NC(=O)C1CCCN1S(=O)(=O)c1ccccc1F (centres undefined)	2.3	1.3	0.3	3.6	-9.4	-0.7	-3.5	-1.4	-2.6	-4.1
29	COc1ccc(-c2nc(CS(=O)CC(=O)N3CCN(C)CC3)c(C)o2)cc1OC (centres undefined)	2.8	0.1	0.3	-2.2	-14.1	-0.6	2.5	-2.0	0.3	-1.2
30	O=C(CCS(=O)(=O)Cc1ccccc1F)N1CCc2ccccc2C1	1.9	6.2	0.5	0.2	1.7	3.3	0.8	5.0	3.7	-0.6

An excerpt from above, showing only TDP2 absorb, MBD2 DNA inh and HTRA1 inh:
| # | molecule | TDP2 absorb | MBD2 DNA inh | HTRA1 inh |
| --- | --- | --- | --- | --- |
| 27 | S=C1NCN(C2CCCCC2)CN1Cc1ccccc1 | -9.9 | -0.2 | 0.0 |
| 28 | COc1ccc(C)cc1NC(=O)C1CCCN1S(=O)(=O)c1ccccc1F (centres undefined) | -9.4 | -3.5 | -0.7 |
| 29 | COc1ccc(-c2nc(CS(=O)CC(=O)N3CCN(C)CC3)c(C)o2)cc1OC (centres undefined) | -14.1 | 2.5 | -0.6 |
| 30 | O=C(CCS(=O)(=O)Cc1ccccc1F)N1CCc2ccccc2C1 | 1.7 | 0.8 | 3.3 |

Additional results
#	smiles	ABHD4 inh	GC-B act	rCAG RNA binder	PRMT1 FP inh	TDP2 absorb	HTRA1 inh	MBD2 DNA inh	TCR-CD3 inh	SIAE inh	LEDGF integ inh
31	CCOC(=O)C(=CNc1cccc(N)n1)C(=O)OCC	-3.4	3.5	-3.0	-3.6	-6.4	1.2	-3.3	-2.0	8.9	0.6
32	Cc1ccc(-n2c(=O)cc(N3CCN(C(=O)c4ccco4)CC3)[nH]c2=O)cc1	1.7	2.1	3.8	-3.7	-0.1	1.0	0.6	2.6	-0.3	0.2
33	Cc1[nH]c(=O)nc2c1CCC2	6.0	-0.3	-1.1	2.1	9.2	3.8	2.6	1.2	2.8	-2.2
34	CCOC(=O)/C=C/[C@H]1Cc2ccccc2CO1	-5.9	-0.1	0.7	-0.7	-13.9	-0.7	-5.4	-6.1	-8.8	1.2
35	CC1(C)Cc2c(sc3c2c(N)nc(=S)n3Cc2ccc(Br)cc2)CO1	4.2	12.5	2.7	-7.6	-16.2	5.1	-4.8	4.1	5.3	0.3
36	CSc1ccc(CN(C)Cc2nc3cc(C(F)(F)F)ccc3c(=O)[nH]2)cc1	-7.3	-2.6	-6.5	-1.1	-0.9	-3.9	-3.3	-1.2	-5.5	2.7
37	CCCn1c(N)c(Sc2ccc(Cl)cc2)c(=O)n(CCC)c1=O	0.1	4.5	-1.7	1.1	-1.2	-2.6	0.3	5.1	3.1	2.1
38	CNC(=O)CSc1cnc2ccccc2n1	0.8	5.7	-1.3	-0.9	2.8	4.7	5.8	-4.8	-2.8	-0.6
39	Cc1ccc(NC(=O)CSc2nc(N)cc(=O)[nH]2)cc1S(=O)(=O)N1CCCCC1	-13.5	3.9	9.7	43.9*	-3.4	1.9	-2.4	-0.1	-3.1	7.2
40	C=CCNC(=O)c1ccccc1NC(=O)c1ccccc1SC	1.2	-1.3	-0.4	-1.3	10.7	-1.4	-4.7	7.6	-0.4	-1.2
41	COc1ccc(NC(=O)c2oc3ccccc3c2NC(=O)c2ccco2)cc1	-5.6	-0.9	2.7	1.0	-9.0	-76.8	2.5	1.1	-48.5	-3.4
42	CC(C)Oc1ccc2ccccc2c1CNC[C@H]1O[C@@H](n2ccc(N)nc2=O)[C@H](O)[C@@H]1O	-1.7	0.3	6.0	2.1	7.4	-0.8	0.9	-0.1	3.0	0.2
43	COc1ccc(C)cc1NC(=O)ON=C1CCCCC1	9.1	-2.9	2.3	1.3	-1.8	·	-6.9	0.1	-0.1	-1.8
44	CCOC(=O)C1(C)CCCN1C(=O)c1cccc(F)c1 (centres undefined)	1.4	1.9	1.8	-8.0	-8.1	·	-3.5	-2.0	-5.0	4.8
45	CCCCN(C(=O)c1cc(S(=O)(=O)N2CCCCCC2)ccc1OC)c1c(N)n(CCC)c(=O)[nH]c1=O	-2.0	-2.9	-1.2	-7.9	-11.6	6.7	-2.9	-10.1	-1.5	4.8
46	CCC(C)NC(=S)Nc1ccc(C(=O)OC)cc1 (centres undefined)	0.7	7.5	0.6	-1.5	-11.8	10.6	-2.6	4.0	8.2	4.4
47	Cc1ccccc1N1C(=O)c2cc(S(N)(=O)=O)c(Cl)cc2NC1C (centres undefined)	-6.0	2.3	2.2	-3.1	1.6	-4.0	2.1	3.1	2.6	6.2
48	Cc1cccn2c(CN3CCCN(C=O)CC3)c(C(=O)N(C)CCc3ccccc3)nc12	-1.7	-8.6	-3.8	-4.2	4.3	8.5	-1.0	7.0	1.2	1.3
49	COc1cccc(NC(=O)COc2cccc3c2CCNC3=O)c1	5.4	4.9	0.1	0.4	11.2	-0.8	1.5	-3.0	1.6	2.2
50	Cc1ccc(N2C(=O)SC(N(CC(=O)O)c3cccc(C)c3)C2=O)cc1 (centres undefined)	-5.9	-0.7	-1.7	17.8	-10.2	6.6	6.0	-3.1	1.2	0.2
